Assay outcomes: PubChem BioAssay, several laboratories
MC4R ag barr = activates human MC4R beta-arrestin recruitment. U2OS MC4R beta-arrestin complementation, luminescence; percent of melanotan II response, DMSO zero. activation, % at 8.9 µM. 360,000 compounds, 0.98% hits;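 active = activation above a per-plate cutoff, the mean activation of sample wells on that plate plus 3 SD, cut at about 8% in these data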
Target sequence (P32245 whole entry, looked up): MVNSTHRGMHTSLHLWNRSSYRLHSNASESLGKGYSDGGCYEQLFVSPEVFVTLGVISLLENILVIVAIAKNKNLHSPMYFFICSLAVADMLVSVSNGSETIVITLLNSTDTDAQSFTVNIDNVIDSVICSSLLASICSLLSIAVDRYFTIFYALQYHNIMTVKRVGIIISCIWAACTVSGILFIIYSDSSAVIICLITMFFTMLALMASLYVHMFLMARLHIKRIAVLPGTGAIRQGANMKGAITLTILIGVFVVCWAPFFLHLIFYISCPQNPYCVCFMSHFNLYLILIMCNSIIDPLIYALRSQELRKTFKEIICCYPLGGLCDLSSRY
Glyco luc inh = blocks N-linked glycosylation in D54 reporter cells | D54 ERlucT glycosylation luciferase reporter, 24 h; percent of 100 nM tunicamycin response | reporter increase, % at 12.5 µM | 360,000 compounds, 0.23% hits | AID 588692;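 active = mean luciferase reporter signal, scaled so untreated is 0 and the glycosylation-blocking control 100, at or above a set limit in every replicate; inconclusive = mean reaches the limit but not every replicate does; inactive = mean below the limit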;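 note: luciferase carries N-glycosylation sites so blocking glycosylation raises the light; 0% = median of neutral control wells and 100% = median of 100 nM tunicamycin wells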
ABCB6 inh 2 = human ABCB6 transporter inhibition; Q9NP58; K562-ABCB6 porphyrin accumulation, flow cytometry, 1 h; active compounds read low; fluorescence ratio to DMSO, % at 10 µM; 360,000 compounds, 0.19% hits;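 active = fluorescence ratio to DMSO below 75%, the collection mean minus 3 SD; inconclusive = too few cells collected in the well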;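 note: signal is porphyrin accumulated inside mitochondria; 100% equals median channel fluorescence of DMSO control wells; lower ratio means ABCB6 inhibition with less porphyrin fluorescence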
iPSC survival up = increases survival of single human iPS cells; hiPSC single-cell survival, ATPlite luminescence; 100% = ROCK inhibitor wells, 0% = DMSO; 360,000 compounds, 0.044% hits; AID 602274; survival enhancement, % at 20 µM; in the data active = survival enhancement above about 18%;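 note: cells exposed to compounds for 16 hours before the ATP read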
aDG glyco up = increases alpha dystroglycan glycosylation; Pro5-aDG cells, alpha-DG glycosylation AlphaScreen (IIH6); 0% Pro5, 100% B10-LARGE cell signal; AID 624168; 360,000 compounds, 0.22% hits; activation, % at 10 µM;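 active = activation of at least 8% versus controls, or a plate z-score of at least 8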;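 note: Pro5 are CHO cells carrying HIG-tagged alpha-DG that lacks glycosylation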
Granule exo inh = blocks lytic granule exocytosis; 360,000 compounds, 0.66% hits; TALL-104 LAMP-1 surface exposure, flow cytometry; cells stimulated with thapsigargin and PMA; inhibition, % at 10 µM; AID 651702;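 active = inhibition above about 55%, limit read from the data; inconclusive = no clear call, values can overlap the other calls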
MC4R antagonist = blocks human MC4R cAMP signaling | P32245 | MC4R-expressing cells, MTII-stimulated cAMP, LANCE TR-FRET | inhibition, % at 6.5 µM | 360,000 compounds, 0.48% hits;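 active = inhibition above its plate's cutoff, the mean of tested wells on that plate plus 3 SD, cut at about 29% in these data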;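 note: 0% = Melanotan II alone and 100% = Melanotan II plus saturating MCL0020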
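system = U2OS cells with stable human MC4R expression | also added = Melanotan II challenge after compound preincubation | dosing = one concentration, 6.5 µM nominal | incubation = compound 30 min, challenge 1 h, detection 1 h | measured by = TR-FRET with Eu-cAMP and labeled anti-cAMP, 671 nm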
ABHD5 PLIN5 PPI = inhibitors of human ABHD5-perilipin-5 interaction. Q00G26+Q8WTS1. Split G. princeps luciferase complementation, luminescence, 4 h. inhibition, % at 4 µM. 360,000 compounds, 0.78% hits;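 active = inhibition above the mean inhibition across every tested compound plus 3 SD, cut at about 22% in these data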;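 note: 0% = DMSO only wells and the 100% control is not disclosed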
m5-HT2A agonist = activates the mouse 5-HT2A serotonin receptor; P35363; CHO-K1 mHTR2A beta-arrestin complementation, luminescence; percent of 30 µM serotonin response; activation, % at 7.6 µM; 360,000 compounds, 0.66% hits;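 active = activation above a run cutoff, the mean activation of all tested compounds plus 3 SD, cut at about 14% in these data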;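 note: 0% = plate median of compound wells and 100% = 30 µM serotonin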
Target sequence (P35363 whole entry, looked up): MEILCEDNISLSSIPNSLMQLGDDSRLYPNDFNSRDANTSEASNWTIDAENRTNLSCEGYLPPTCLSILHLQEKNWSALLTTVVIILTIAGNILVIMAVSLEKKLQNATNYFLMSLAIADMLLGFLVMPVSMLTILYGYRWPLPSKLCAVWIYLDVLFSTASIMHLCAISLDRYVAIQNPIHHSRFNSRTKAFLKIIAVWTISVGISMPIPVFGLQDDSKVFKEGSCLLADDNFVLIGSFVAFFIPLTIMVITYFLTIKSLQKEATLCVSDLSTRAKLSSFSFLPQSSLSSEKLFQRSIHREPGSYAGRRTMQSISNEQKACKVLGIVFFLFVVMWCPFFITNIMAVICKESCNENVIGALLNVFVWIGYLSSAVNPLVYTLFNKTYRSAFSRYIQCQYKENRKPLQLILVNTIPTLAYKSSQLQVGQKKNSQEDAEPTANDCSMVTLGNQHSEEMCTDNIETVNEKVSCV
Cardio protect = modulators protecting cardiomyocytes from myocardial damage | H9c2 cardiomyocytes, H2O2 injury protection, ATPLite, 2 h | protection from H2O2 cell death, % at 20 µM | 360,000 compounds, 0.63% hits | AID 588492;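 active = compounds giving at least 50% protection of heart cells from peroxide-induced death in the single-dose screen, raw or plate-pattern-corrected value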;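 note: 0% = DMSO wells with peroxide and 100% = DMSO wells without peroxide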
Numbers without * were called inactive; ? = inconclusive. Rows were taken by chance. About 4.5% of those tested had a hit in this group.

mol	MC4R ag barr	Glyco luc inh	ABCB6 inh 2	iPSC survival up	aDG glyco up	Granule exo inh	MC4R antagonist	ABHD5 PLIN5 PPI	m5-HT2A agonist	Cardio protect
Clc1ccc(CNC2CCCC2)c(Cl)c1	1.3	-1	92	-0.4	0.1	0	3	-11	-1	-1
Cc1cc(N2CCOCC2)nc2cc(O)ccc12	-1.9	-1	103	-0.1	-0.2	-1	5	-2	0	12
Cc1nnc2c(N(C)S(=O)(=O)c3ccccc3)nc3ccccc3n12	0.7	0	107	-0.2	-0.2	-14	3	-12	10	3
Cc1c(-c2cc(C(=O)O)no2)cnn1C	0.5	1	98	2.1	0.0	-2	-1	13	-1	-9
O=C1CC(N2CCN(c3cccc(C(F)(F)F)c3)CC2)C(=O)N1c1ccc(F)cc1 (stereo not drawn)	2.7	4	100	-0.6	0.0	5	4	-1	4	2
COc1ccc(N2CCN(C(=O)COCC(=O)O)CC2)cc1	-1.4	-1	91	2.9	0.2	-6	6	-4	4	6
CC(=O)Nc1ccc(S(=O)(=O)NCCC(=O)OCC(=O)N2CCN(C(=O)c3ccco3)CC2)cc1	-3.2	2	99	0.5	0.2	-1	-2	3	-1	2
CCCOc1ccc(F)cc1-c1cc(C(=O)NC2CCCCC2)[nH]n1	1.4	-1	98	-2.9	0.1	-2	5	-12	-12	-1
COc1cc(C(=O)Nc2cccc(-c3nc4cc(C)ccc4o3)c2C)cc(OC)c1OC	5.4	1	117	-1.1	-0.3	-4	-4	-5	-6	-14
Cc1cccc(NC(=O)Nc2ccc([N+](=O)[O-])cc2)n1	0.8	1	99	-0.5	-0.1	-3	3	-8	-1	-4
CC(C)Cc1nnc(NC(=O)CC(=O)Nc2ccccc2C(=O)O)s1	-2.0	-7	99	2.3	0.0	1	5	7	-2	0
CCOc1ccc(N=CC2=C(O)CC(C)(C)CC2=O)cc1	-1.6	0	97	0.3	0.1	2	0	-4	2	14
ClCC1=Nc2ccccc2Cc2ccccc21	-1.0	-2	97	-0.6	-0.3	15	5	1	-3	-3
O=C(Cn1ncc2c([nH]c3ccccc32)c1=O)NCCc1ccc(Cl)cc1	-0.8	2	93	-0.6	0.1	-3	1	-4	1	-5
CCc1nn(C(CC)C(=O)NCCCN2CC(C)CC(C)C2)c(=O)c2cc3oc(C)cc3n12 (stereo not drawn)	0.9	4	101	-0.5	0.1	-8	-8	11	-6	-1
NS(=O)(=O)c1ccc(NC(=O)c2ccc(CNS(=O)(=O)c3cc(C(F)(F)F)ccc3Cl)cc2)cc1	1.1	0	83	-0.3	-0.1	-8	1	-7	-4	1
CCCCCCCCCCCCN1[C@@H](CC(=O)OC)c2cc(F)cc(F)c2S1(=O)=O	0.2	-1	103	4.1	0.1	-8	0	3	3	-30
N#C/C(=C\c1coc2ccc(O)cc2c1=O)C(=O)Nc1nc2ccccc2s1	-0.3	-7	167	0.0	-0.1	1	6	7	5	19
COc1ccccc1CNS(=O)(=O)c1c(C(=O)N2CCCCCC2)c(C)n(C)c1C	-3.0	0	97	0.6	0.1	0	2	3	0	-9
CC(C)(C)NC(=O)c1ccc2c(c1)C1C3CCC(C3)C1C(c1ccccc1)N2 (stereo not drawn)	-1.6	-8	93	-1.9	-0.2	-2	2	-15	-4	5
COc1ccc(CNCCC(c2ccccc2)c2ccc(OC(C)C)cc2)cc1OC (stereo not drawn)	2.6	1	98	-0.7	0.8	52	4	8	-11	-20
O=C(COC(=O)[C@@H]1CC(O)CN1S(=O)(=O)c1ccccc1[N+](=O)[O-])c1ccccc1 (stereo partly drawn)	-2.6	-3	104	1.8	0.4	-5	17	3	0	2
Cc1ccccc1NC(=O)c1ccc(-c2ccc(Cl)cc2Cl)o1	-0.5	-2	103	-0.7	0.4	-5	7	-9	-5	-8
Fc1ccc(-c2nnc3n2CCCCC3)cc1	-0.6	0	99	-1.0	-0.3	0	-1	-2	5	2
CCN(CC)CCCN(Cc1cc2cc(OC)c(OC)cc2[nH]c1=O)C(=O)Nc1ccccc1	1.1	5	97	-1.2	-0.1	0	20	-4	-4	1
O=S(=O)(NN=Cc1ccc(O)cc1O)c1cc(Cl)c(Cl)cc1Cl	0.6	0	97	0.0	-0.1	-1	4	2	0	6
O=C(NNC(=S)Nc1cccc(C(F)(F)F)c1)c1ccccc1Cl	-1.1	4	96	1.8	-0.4	-2	-1	1	-3	-13
Cc1ccc(C(=O)Nc2ccccc2C(=O)NCc2ccccc2)cc1	1.7	23	99	-1.5	-0.1	-4	7	-3	-1	-5
COc1ccc(C(=O)Nc2oc(-c3ccccc3)c(-c3ccccc3)c2C#N)cc1	-1.4	-4	96	1.8	0.9	-2	-1	-3	-2	-10
COc1ccc(CN2C(=O)C(CC(=O)NCC3CCCCC3)CC(C(=O)N(C(C)C)C(C)C)=C2C)cc1 (stereo not drawn)	4.0	-1	99	0.2	0.7	4	4	4	-4	-10
N#Cc1c(F)cccc1NCc1cccnc1	-2.5	-1	86	-0.7	-0.1	-14	-6	-4	-1	2
Cc1ccc(N2C(=O)/C(=C/c3cccnc3)SC2=S)cc1	15*	-1	93	-0.9	-0.2	-2	3	-2	1	-12
CC(=NCc1ccccc1)c1ccccc1O	-1.5	0	102	-2.4	-0.2	-2	12	-10	5	1
CCOc1ccccc1NC(=O)COC(=O)c1cccc(-c2ccc(OC(C)=O)cc2)c1	0.4	-1	94	-1.0	-0.1	5	5	-1	3	-5
CCOC(=O)Nc1ccc(OC(=O)Oc2ccc(NC(=O)OCC)cc2)cc1	9.5*	2	109	-4.3	0.0	-2	-6	6	5	3
CCCn1c(=O)c2[nH]c(C3CCCC3)nc2n(CCC)c1=O	-0.4	9	96	0.9	-0.1	8	7	4	1	-5
CCCCC1OC23CCCCC2C(C#N)(C#N)C1(C#N)C(=N)O3 (stereo not drawn)	-2.0	-1	100	-0.1	-0.1	-4	3	-1	5	3
O=C(CSc1nc2ccccc2o1)Nc1nc(-c2ccccc2)c(-c2ccccc2)s1	-3.5	-2	104	-1.7	0.4	11	22	0	-4	-6
CC(C(=O)Nc1ncc2c(n1)CC(C)(C)CC2=O)N1C(=O)c2ccccc2C1=O (stereo not drawn)	-1.0	0	95	1.7	-0.1	-1	-3	0	2	2
CCOC(=O)/C(=N/Nc1ccccc1)Sc1nnc(CCc2ccccc2)n1-c1ccccc1	-2.8	0	99	-1.5	0.2	-3	-6	-2	1	0
COc1ccc2nc(SCC(=O)N(C)CC(=O)Nc3ccc(F)cc3)[nH]c2c1	-3.9	2	94	1.0	0.2	5	-1	5	4	0
CC(=O)C1=C(C)NC(SCC(=O)c2cc(Cl)ccc2Cl)=C(C#N)C1c1ccco1 (stereo not drawn)	-0.7	-3	110	1.9	0.9	0	-10	22*	3	-6
Cc1ccc(C(=O)OCC(=O)Nc2cc(Cl)ccc2C#N)o1	0.8	3	96	0.1	-0.2	17	0	0	-2	-1
COCCSc1nnc(NC(=O)COc2ccc3c(c2)OCO3)s1	-0.2	1	103	-0.5	-0.1	41	12	-5	3	2
N#Cc1c(NC(=O)c2cc([N+](=O)[O-])ccc2N2CCOCC2)sc2c1CCCC2	-0.1	-4	95	2.7	-0.5	0	-3	-5	1	-2
CC1(C)Oc2ccc(C(=O)NC3CCCC3)cc2N(CC(=O)N2CCOCC2)C1=O	-1.4	4	100	-0.9	3.0	2	12	6	3	2
CCOC(=O)c1cc2n(c1/N=C/N(C)C)-c1ccccc1C2=O	2.7	5	97	0.6	0.1	-1	-5	-24	4	2
Cc1cccc(-c2noc(CCCC(=O)N3CCOCC3)n2)c1	-1.1	-1	107	2.5	0.2	-2	3	-4	-5	2
COc1ccccc1NC(=O)c1ccc2c(c1)N(CC(=O)NC(C)C)C(=O)C(C)(C)O2	0.6	1	98	-0.4	0.1	-6	2	8	2	0
COc1ccccc1NS(=O)(=O)c1cc(NC(=O)c2ccco2)ccc1N1CCOCC1	0.6	-6	102	1.5	-0.4	1	19	1	-2	8
COc1ccc(C(=O)Nc2nnc(Cc3ccc(OC)c(OC)c3)s2)cc1	0.8	1	98	0.6	0.2	-1	8	1	1	1
CC(C)Oc1ccc(C2CC(=O)N(C)C2=O)cc1 (stereo not drawn)	1.6	4	100	-0.6	0.0	-8	16	-1	6	8
O=C(O)Cc1ccc(S(=O)(=O)Nc2ccccc2C(=O)O)cc1	0.5	2	94	-0.4	0.2	0	7	2	2	1
Cc1ccc(OCCCC(=O)Nc2ccc3c(c2)OCO3)cc1	-1.1	4	99	0.5	-0.2	0	-8	-7	-8	3
Cc1ccc(C2c3[nH]c4ccccc4c3C[C@H]3C(=O)N(c4ccccc4C(=O)N4CCC(C(=O)O)CC4)C(=O)N23)cc1 (stereo partly drawn)	-1.6	0	100	-2.6	-0.5	7	1	-11	4	1
NC(=O)c1ccsc1NC(=O)CSc1nnc(NC2CC2)s1	-2.5	3	102	-0.9	-0.2	-25	-3	1	-2	0
CC(C)(C)C(=O)CN1C2=NCCCN2c2ccccc21	-0.5	0	96	-0.3	-0.1	-16	0	3	0	-4
CC(C)NC(=O)N(Cc1ccccc1)Cc1cccs1	-1.3	0	100	-0.5	-0.1	3	0	-5	-3	-1
O=C(Cc1ccc(-c2ccccc2)cc1)NC(c1ccccc1)c1ccccc1	9.6*	-7	94	-1.4	0.1	2	16	-14	-3	-4
COc1cc(SC)ccc1C(=O)Nc1ccc2ncccc2c1	-1.0	-11	109	-0.5	0.1	30	2	1	0	-5

(listing goes on)
mol	MC4R ag barr	Glyco luc inh	ABCB6 inh 2	iPSC survival up	aDG glyco up	Granule exo inh	MC4R antagonist	ABHD5 PLIN5 PPI	m5-HT2A agonist	Cardio protect
Cc1ccc(-c2nnc(OCCN3CCOCC3)c3ccccc23)cc1	-0.9	2	89	-3.5	0.3	1	5	5	-6	0
CCCCN(C)CCn1c(=S)[nH]c2ncccc2c1=O	0.6	-1	85	-0.7	0.1	-3	-3	5	-1	3
Cc1ccc(NC(=O)c2ocnc2C)cc1Cl	-0.9	1	103	-2.3	0.0	0	3	4	5	-5
Cc1ccc(NC(=O)CC2Oc3ccccc3NC2=O)c(C)c1 (stereo not drawn)	1.0	1	100	-2.9	3.4	8	1	8	-2	4
CCOC(=O)CSc1nnc([C@H](CC(C)C)NC(=O)OC(C)(C)C)o1	-1.6	2	94	0.5	-0.1	-2	4	6	-3	5
CCCc1ccc(OCc2ccc(C(=O)N/N=C/c3cccc([N+](=O)[O-])c3)o2)c(OC)c1	8.0	?	83	1.6	-0.1	-1	1	3	-1	-1
